# PriA SSB inh = blocks PriA binding to SSB C-terminal tail | AlphaScreen SSBct-PriA binding, biotinylated peptide | inhibition, % at 33 µM | hit rate 0.6% among 430,000 | AID 1272365; in the data active means inhibition mostly above about 37%, no sharp cut-off; inactive means mostly below about 20%;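 further: plate controls were negative control peptide for no effect and reference peptide for full effect; strong numbers were not always called active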
# * hit, by the source's call; & = joins results of further samples. An excerpt; the hit share may differ from the screen's.
SMILES,PriA SSB inh
CCOc1ccc(CC(=O)N2CCN(c3ccc(OC)nn3)CC2)cc1,-12&-7
COc1cccc(-c2cn3c(C(=O)Nc4nc(C)cs4)csc3n2)c1,7
COc1ccc2c(c1)CCN(C(=O)c1ccc(OCc3nc(-c4ccco4)cs3)cc1)C2,-9
COc1ccc(CC(=O)NCCSc2c[nH]c3ccccc23)cc1OC,-1
O=C(Cn1cccn1)Nc1cccc(-c2csc(Nc3ccccc3F)n2)c1,-5
Cc1nnc(SCc2ccc(Cl)c(Cl)c2)n(N)c1=O,-12
COc1ccc(Cl)cc1C(=O)N1CCN(CCn2cccn2)CC1,-15
COC(=O)c1ccc2c(=O)n(CCN3CCN(c4ccccc4F)CC3)c(=S)[nH]c2c1,-13
COc1ccccc1-c1noc(C2CN(C(=O)NCc3ccc(F)cc3)C2)n1,-7
O=C(CC1CCCCN1S(=O)(=O)c1ccc(F)cc1)NCc1ccc(Cl)cc1 (stereo not given),23
CCOC(=O)c1cccc(NC(=O)Cn2cnc3c(-c4ccccc4)csc3c2=O)c1,-5
CCS(=O)(=O)Nc1ccc2c(c1)N(C(=O)COC)CCC2,-13
C=CCn1c(=O)c2c(nc(N/N=C(/C)c3ccc(OC)cc3)n2C)n(C)c1=O,11
Cc1ccc(NC(=O)CS(=O)(=O)c2nc(S(=O)(=O)c3ccc(C)cc3)c(Cl)s2)cc1,-14
Cc1cc(=O)n(CC(=O)Nc2cccc(C)c2C)cn1,-2
NS(=O)(=O)c1ccc(NC(=O)C2CCCN(c3ccc(-c4ccco4)nn3)C2)cc1 (stereo not given),13
CC(C)N(C(=O)CSc1ccc(NC(=O)c2ccccc2)nn1)C(C)C,-2
Cc1ccc(-c2csc3nc(SCc4c(C)noc4C)n(-c4ccccc4)c(=O)c23)o1,-15
COc1ccc(-c2cnc(SCC#N)n2C)cc1,-11
COc1ccccc1NC(=O)c1ccc(CNS(=O)(=O)c2cc(C)ccc2C)cc1,-1
CCCc1ccc(S(=O)(=O)NN=Cc2ccc3c(c2)OCO3)cc1,-11
CC(=O)Nc1ccc(SCCCC(=O)Nc2ccc(F)c(Cl)c2)nn1,-9
COC(=O)C(=NNc1ccccc1)N1CCCc2ccccc21,14
Cc1ccc(-n2ncc(C(=O)N3CCN(c4ccccn4)CC3)c2-n2cccc2)cc1C,10
Cc1ccc(-n2nc(C)c3c(=O)c(C(=O)N4CCc5ccccc54)c[nH]c32)cc1,-12
O=C(Nc1ccon1)C1CN(S(=O)(=O)C2CC2)C1,-4
Cc1ncn(CC(=O)N2CCCC(Cc3nc(C4CC4)no3)C2)c(=O)c1C (stereo not given),-3
O=C(NCc1cccs1)NCC1(c2ccsc2)CCCC1,-4
Cc1ccc(S(=O)(=O)N2CC(CO)N(S(=O)(=O)c3ccc(C)cc3)c3ccccc32)cc1 (stereo not given),16
COc1cc(Cn2c(=O)c3c(N4CCN(C(=O)C5CC5)CC4)ccnc3n(C)c2=O)cc(OC)c1,-17&-6
COc1ccc(NC(=O)Cc2csc(Nc3cccc(C(F)(F)F)c3)n2)cc1OC,17*
O=C(NN=Cc1ccccn1)c1ccc(NC(=O)c2cccc([N+](=O)[O-])c2)cc1,-11
COc1ccc(S(=O)(=O)C2CCN(S(=O)(=O)c3c(C)noc3C)CC2)cc1,-9
CC(Cl)C(=O)Nc1nnc(C(C)C)s1 (stereo not given),5
O=C(C=C(O)c1ccccc1)C(=O)NNC(=O)c1ccccc1,-4
CCOC(=O)c1ccc(NC(=O)CSc2nnc(-c3ccccn3)n2-n2cccc2)cc1,11
COc1ccc2c(NCc3ccccc3)c(C#N)cnc2c1,-15
COc1cccc(NC(=O)NCc2ccc(C(=O)c3ccccc3)s2)c1OC,-2
Cc1cc(C)n2c(Br)c(CSc3ccc(Cl)cc3)nc2n1,-5
CC1CCC(C(C)C)C(OC(=O)C(O)C(O)C(=O)OC2CC(C)CCC2C(C)C)C1 (stereo not given),-12
O=C(Nc1ccc(F)c(F)c1)c1cn(-c2cccc(Cl)c2)nn1,-6
CC(=O)Nc1ccc2c(c1)N(S(C)(=O)=O)CCC2,-1
COCC(=O)Nc1cc(C)nn1-c1nc(-c2cccs2)cs1,-6
Cc1ccc(-c2ccc(S(=O)(=O)N3CCCCC3)cc2)cc1,-12
CS(=O)(=O)NC[C@H]1CCCN1c1nccs1,-11
COc1cc(N2CCN(C(=O)Nc3ccc(C)c(F)c3)CC2)nc(OC)n1,20
COc1ccc([C@H]2CCN(C(=O)c3cc(C)oc3C)C2)cc1,9
O=C(Cc1cccc2ccccc12)NCCCOc1cccc2cccnc12,17
Cc1ccc(-n2ccnc(SCC(=O)c3cccc(Cl)c3)c2=O)cc1,-2
O=C(COc1ccccc1)NCC#CCN1CCOCC1,-10
Cc1cc(OC2CN(C(=O)c3ccccc3F)C2)cc(=O)o1,-11
COc1cccc2cc(C(=O)Nc3nnc(Cc4ccc(S(C)(=O)=O)cc4)o3)oc12,10
Cc1cccc(NC(=O)C(=O)NC[C@H](O)c2cccn2C)c1C,-3
O=C1C2C3C=CC(CC3)C2C(=O)N1N=Cc1ccccc1O (stereo not given),-12
C#CCn1c(=NC(=O)c2ccnn2CC)sc2cc(C)c(C)cc21,-13
Cc1nnc(NC(=O)CSc2nnc(NC(=O)c3cccc(Cl)c3)s2)s1,10
Cc1ccccc1C(=O)NCC[C@@H](CCO)c1ccccc1,-8
CN(C(=O)c1c(F)cccc1F)[C@H]1CCS(=O)(=O)C1,-3
O=C(N1CCN(Cc2ccccc2)CC1)C1(c2ccc(F)cc2)CC1,-7
CC(CC(=O)Nc1ccccc1C#N)=NNC(=O)c1ccncc1,-9

# The list continues.
SMILES,PriA SSB inh
O=C1CCC(=O)N1Cc1ccc(S(=O)(=O)Nc2ccccc2)cc1,-15&0
O=C(/C=C/c1ccccc1)Nc1nnc(SCC(=O)N2CCCc3ccccc32)s1,2
O=S(=O)(Nc1ccc(NCc2ccco2)nn1)c1ccc(Cl)cc1,6
CCCOc1nc2c(c(=O)[nH]c(=O)n2C)n1CC(O)COc1ccccc1C (stereo not given),8
CCCc1nnsc1C(=O)NCc1cc(-c2ccco2)n(C)n1,-7
CSc1ccc(C(=O)N(CCn2nc(C)cc2C)c2nc3ccccc3s2)cc1,5
O=C(O)CCc1nnc(SCc2ccc([N+](=O)[O-])cc2)[nH]c1=O,-8
O=C(Cn1cnc2c(sc3ccccc32)c1=O)Nc1ccc(Cl)cc1F,-24
O=C(CN1CCN(Cc2nc(-c3ccccc3)cs2)CC1)NC1CCCCC1,-5
CCCN(CCC)S(=O)(=O)c1ccc(C(=O)N2CCc3ccccc3C2)cc1,-12
COc1ccc(-c2cc3c(SCc4ccccc4Cl)nccn3n2)cc1,-8
CCOc1ccc(-n2nnc(C(=O)Nc3nnc(CC)s3)c2C)cc1,-18
CCN(CC)C(=O)COc1ccc(-c2c(C)sc(N)c2C(=O)OC)cc1,3
Nc1nnc(CS(=O)(=O)c2ccccc2)o1,0
CCc1c(C)nc2n(c1=O)C[C@H](C(=O)Nc1ccc3c(c1)OCCO3)CS2,-13
COc1cc(/C=N\n2cnnc2)ccc1OC(=O)c1ccncc1,-2
Cc1cc(OCC(=O)Nc2cc(N3CCCC3)ncn2)ccc1Cl,-7
CC(C)Sc1ccc(C(=O)O)cc1,2
Cc1ccc(C(C)C)c(OCC(=O)Nc2ccc(C(N)=O)cc2)c1,-11
CC(=O)NCCc1ccc2c(c1)CCCN2C,17
O=C(Nc1nc2c(cc3c4c(cccc42)CC3)s1)c1ccco1,-26
CNN=C(Cc1nc2ccccc2[nH]1)c1ccc([N+](=O)[O-])cc1,15
O=C(CNC(=O)c1cccnc1)NN=Cc1ccc(O)cc1O,-1
CCOc1ccc(S(=O)(=O)NCc2ccc(C(=O)c3cccs3)s2)cc1F,-10
NS(=O)(=O)c1ccc(NC(=O)CSc2nnc(-c3ccccc3)o2)cc1,-14&-10
Cc1c(Cl)cccc1NC(=O)C(=O)NC(c1ccccc1)c1ccccc1,-13
Cc1nc(C)c(C(=O)N2CCSC(c3ccccc3C)CC2)s1 (stereo not given),-5
O=C(NCC(c1cccs1)N1CCc2ccccc21)C1CC1 (stereo not given),-9
COC(=O)C1C(=O)C2=C(CC1C)NC(C)=C(C(=O)OC1CCCCC1)C2c1ccc(C)c([N+](=O)[O-])c1 (stereo not given),14
COc1cc(C(=O)NN=Cc2ccc3c(c2)c2ccccc2n3C)ccc1O,1
O=C(Cn1cncn1)N1CCC(S(=O)(=O)c2ccccc2)CC1,-9
Cc1cc(C)n(-c2nc3c(c(=O)n2CC(=O)NCc2ccc4c(c2)OCO4)CCCC3)n1,-8
CN(C)c1ccc(/C=N\NC(=O)CNC(=O)c2ccccc2Cl)cc1,-6
CCCCOc1ccc(C(=O)Nc2ccc3c(c2)N(C(=O)c2ccco2)CC3)cc1,-1
O=C(Nc1nc(CC(=O)N2CCN(C(=O)c3ccco3)CC2)cs1)C1CC1,-11
Brc1ccc(C=NNc2nc3ccccc3o2)cc1,-2
Cc1cccc(NC(=O)Cn2c(C)cc(C)c(S(=O)(=O)c3ccccc3)c2=O)c1C,5
CCOC(=O)c1nn(-c2ccccc2C)c(=O)cc1N1CCN(C(=O)c2ccco2)CC1,-6
CCOC(=O)C1CCCN(S(=O)(=O)c2ccc(Br)c(OCC)c2)C1 (stereo not given),-4
Cc1csc(NC(=O)CSc2ccc(NC(=O)c3ccccc3F)nn2)n1,1
COc1ccc(NC(=O)Cc2ccc(C)cc2C)c2ccccc12,-6
CC1(C)Cc2cccc(OCC(=O)NCCn3nc(-c4cccs4)n(C4CC4)c3=O)c2O1,-21
CN1CCOc2ccc(NC(=O)C3CCCO3)cc2C1=O (stereo not given),-20
O=C(NCc1cccs1)c1sccc1S(=O)(=O)N1CCN(c2ccccc2)CC1,-12
CCc1ccc(S(=O)(=O)N2CCC[C@H](Cc3nc(-c4ccccc4F)no3)C2)s1,-8
CCOC(=O)c1ccc(NC(=O)Cc2cc(-c3ccc(Cl)cc3)on2)cc1,-5
O=C(O)c1cc(C2CC2)on1,-11
CCn1c(O)c(C=C2C=Nc3ccccc32)sc1=Nc1ccccc1,19
O=[N+]([O-])c1cccc(C=NN2CCN(Cc3ccccc3)CC2)c1,24
CC(C)(C)c1csc(NC(=O)c2ccc3ncsc3c2)n1,-14
COC(=O)c1ccc2c(=O)n(Cc3ccc(F)cc3)c(N3CCN(c4ccccn4)CC3)nc2c1,6
O=C(NC1CC(O)C(CO)C1)c1ccc2cc[nH]c2c1 (stereo not given),6
c1ccc(CSC2=NCCN2)cc1,-3
CCCN1CCCc2cc(CCNC(=O)C(=O)Nc3cc(C)ccc3C)ccc21,29
CCOc1ccc(CC(=O)Nc2ccc(-c3cn4nc(OC)ccc4n3)cc2)cc1,2
Fc1ccc(-c2nnc(-c3ccncc3)o2)cc1,-17
CCSc1nnc(NC(=O)c2cccc(C(=O)Nc3nnc(SCC)s3)n2)s1,40
O=C(NCCn1ncc2c(N3CCN(c4ccc(F)cc4)CC3)ncnc21)c1ccccc1F,2
NC(=NNC(=O)c1sccc1OCc1ccc(Cl)cc1Cl)c1ccccn1,1
C=CCNC(=S)NN=Cc1cccc([N+](=O)[O-])c1,-12

# Continuation.
SMILES,PriA SSB inh
Cn1c(C(=O)O)ccc1-c1ccc(Cl)cc1Cl,1
CCc1ccc(S(=O)(=O)NCCOc2cccc(C(F)(F)F)c2)cc1,0
O=C(Cn1cnc(-c2ccc(F)cc2)cc1=O)NCc1cccnc1,-5
Cc1cc(C)n(CCN2CCN(S(=O)(=O)c3cccs3)CC2)n1,13
C=CCn1c(O)c(C(C)=NNC(=S)Nc2ccccc2)c(=O)[nH]c1=O,-7
O=C(c1ccco1)c1ccc(CNC(=O)C2c3ccccc3Oc3ccccc32)s1,-25
O=C(NCCS(=O)(=O)N1CCc2ccccc2C1)c1ccccc1S(=O)(=O)C(F)F,-7&5
O=C(NC[C@H](O)c1ccoc1)C(=O)Nc1ccc(C(F)(F)F)cc1,-8
CCN(CC)CCN(C(=O)c1ccc(S(=O)(=O)N2CCOCC2)cc1)c1nc2cc(OC)ccc2s1,-1
Cc1ccc2nc(-c3ccc(NC(=O)c4oc(C)nc4C)cc3)sc2c1,-5
Cc1onc(-c2ccccc2Cl)c1C(=O)NCC(c1cccn1C)N1CCN(C)CC1 (stereo not given),-11
COC(=O)Nc1ccc2c(c1)N(C)C(=O)C(C)(C)CO2,11
COc1ccccc1/C=C/C(=O)NCC(=O)NN=Cc1ccc(C)o1,-3
O=C(c1cccc(Oc2ccccn2)c1)N1CCc2ccccc21,-12
O=C(CCc1ccc(C(F)(F)F)cc1)N1CC(n2ccnn2)C1,-21
CS(=O)(=O)c1ccccc1-c1nnc(NC(=O)CCc2ccccc2)o1,-13

# Molecules above with a thiophene ring, fused or not:
SMILES,PriA SSB inh
CCOC(=O)c1cccc(NC(=O)Cn2cnc3c(-c4ccccc4)csc3c2=O)c1,-5
Cc1ccc(-c2csc3nc(SCc4c(C)noc4C)n(-c4ccccc4)c(=O)c23)o1,-15
O=C(NCc1cccs1)NCC1(c2ccsc2)CCCC1,-4
COc1cccc(NC(=O)NCc2ccc(C(=O)c3ccccc3)s2)c1OC,-2
COCC(=O)Nc1cc(C)nn1-c1nc(-c2cccs2)cs1,-6
O=C(Cn1cnc2c(sc3ccccc32)c1=O)Nc1ccc(Cl)cc1F,-24
CCN(CC)C(=O)COc1ccc(-c2c(C)sc(N)c2C(=O)OC)cc1,3
CCOc1ccc(S(=O)(=O)NCc2ccc(C(=O)c3cccs3)s2)cc1F,-10
O=C(NCC(c1cccs1)N1CCc2ccccc21)C1CC1 (stereo not given),-9
CC1(C)Cc2cccc(OCC(=O)NCCn3nc(-c4cccs4)n(C4CC4)c3=O)c2O1,-21
O=C(NCc1cccs1)c1sccc1S(=O)(=O)N1CCN(c2ccccc2)CC1,-12
CCc1ccc(S(=O)(=O)N2CCC[C@H](Cc3nc(-c4ccccc4F)no3)C2)s1,-8
NC(=NNC(=O)c1sccc1OCc1ccc(Cl)cc1Cl)c1ccccn1,1
Cc1cc(C)n(CCN2CCN(S(=O)(=O)c3cccs3)CC2)n1,13
O=C(c1ccco1)c1ccc(CNC(=O)C2c3ccccc3Oc3ccccc32)s1,-25

# Screening data from PubChem.
